# Screening data (PubChem BioAssay)
# phage Ecoli inh: growth loss of phage-infected E. coli, primary screen, RecBCD inhibitor project, absorbance, with phage, HTS; 360,000 tested, 0.26% active; inhibition, % at 11.9 µM; AID 651602, 2012; in the data active means inhibition above about 11%
# E coli growth: E. coli V3065 growth inhibition, primary screen, counter-screen for AddAB inhibitor project, absorbance, OD600; 18 h; inhibition, % at 11.9 µM; 330,000 tested, 0.27% active; AID 449728, 2010;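 active means inhibition above the campaign's mean inhibition across all tested compounds plus 3 SD, cut at about 9.9% in these data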;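 further: uninfected addAB+ strain grown without phage in ampicillin broth; 0% = DMSO wells and 100% = ciprofloxacin 0.95 µg/ml wells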
# AddAB inh: growth inhibition of E. coli expressing H. pylori AddAB, primary screen, AddAB inhibitor project, absorbance. inhibition, % at 11.9 µM. AID 435030, 2010. 330,000 tested, 0.29% active; in the data active means inhibition above about 12%;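 further: 0% = vehicle wells of infected cells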
# CAL PDZ inh: CAL PDZ peptide-binding inhibitors, primary screen, biochemical, fluorescence polarization, Cer-tagged CAL PDZ, HTS; Golgi-associated PDZ and coiled-coil motif-containing protein (Homo sapiens), Q9HD26; purified CAL PDZ, TMR-peptide fluorescence polarization, 1 h; inhibition, % at 20 µM; 330,000 tested, 0.02% active; AID 504414, 2011;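 active means highest replicate inhibition of at least 40%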;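 further: plate controls were DMSO neutral control wells for no effect and unlabeled competitor peptide control wells for full effect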
#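 material = purified tagged CAL PDZ domain construct (CerCALP) | compound dosing = 20 µM, one dose | times = 1 h at RT | measured by = fluorescence polarization from S- and P-plane intensities, G-factor corrected | read-out = inhibition from polarization loss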
# Rtt109 HAT inh: inhibitors of C. albicans Rtt109/Vps75 HAT, primary screen, biochemical, ThioGlo CoA-SH fluorescence, plate reader | Histone acetyltransferase RTT109 (Candida albicans (strain SC5314 / ATCC MYA-2876)), … | purified Rtt109/Vps75, 4 h | inhibition, % at 34.9 µM | 330,000 tested, 0.16% active;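 active means inhibition of at least 50% in every replicate; inconclusive means best replicate reaches 50% inhibition but some replicates fall short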
# Target sequence (Q5AAJ8 whole entry, looked up): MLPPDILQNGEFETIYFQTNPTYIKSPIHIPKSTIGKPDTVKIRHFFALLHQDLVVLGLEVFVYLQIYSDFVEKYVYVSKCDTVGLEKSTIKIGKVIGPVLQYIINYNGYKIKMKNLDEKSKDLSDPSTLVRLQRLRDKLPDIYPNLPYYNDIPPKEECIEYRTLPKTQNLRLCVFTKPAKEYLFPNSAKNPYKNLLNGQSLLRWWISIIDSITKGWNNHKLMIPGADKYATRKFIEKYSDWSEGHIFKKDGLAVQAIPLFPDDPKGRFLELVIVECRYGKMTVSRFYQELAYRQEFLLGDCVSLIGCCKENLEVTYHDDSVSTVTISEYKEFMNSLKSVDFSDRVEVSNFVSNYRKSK
# PvdQ acylase: P. aeruginosa PvdQ acylase inhibitors, primary screen, biochemical, fluorescence, plate reader and imaging, single point. PvdQ acylase [Pseudomonas aeruginosa LESB58]. purified PvdQ acylase. inhibition, % at 10 µM. 340,000 tested, 0.063% active; in the data active means inhibition above about 30%, passing the limit was not always enough; inconclusive means no clear call, values can overlap the other calls;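 further: 0% = vehicle neutral wells and 100% = reference inhibitor wells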
# Wnt act: Wnt/beta-catenin pathway activators, primary screen, cell-based, plate reader, single point; Wnt/beta-catenin reporter cell assay, activator; 300,000 tested, 1.2% active; AID 743398, 2014; activation, % at 9.35 µM; in the data active means activation above about 30%, passing the limit was not always enough; inconclusive means no clear call, values can overlap the other calls;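 further: 0% = neutral control wells and 100% = positive control wells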
# PfHsp90 yeast 2: growth inhibition of PfHsp90-expressing yeast, primary screen, antimalarial PfHsp90 inhibitor project, S. cerevisiae, BacTiter-Glo luminescence, single point, set 2. inhibition, % at 9.4 µM. AID 504621, 2011. 310,000 tested, 0.32% active. BacTiter-Glo ATP, 48 h; yeast lacking PDR1 and PDR3 efflux regulators;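 active means every replicate shows inhibition above about 80%, whatever the replicate mean, limit read from the data; inconclusive means mean inhibition reaches the set limit but some replicate falls short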;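 further: 0% = DMSO neutral controls and 100% = 20 µM radicicol positive controls; yeast relying on Plasmodium falciparum Hsp90 in place of its own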
# Tat export inh: E. coli Tat export inhibitors, primary screen, MC4100, TorA-mCherry reporter, fluorescence, single point; inhibition, % at 10 µM; 340,000 tested, 0.036% active;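 active means mean replicate inhibition at least 50% and at least half of replicates individually reaching 50%; inconclusive means only one of the two criteria met; inactive means neither criterion met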;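 further: exported cargo escapes ClpAP degradation while cytoplasmic cargo is degraded and loses fluorescence; 0% = median of neutral control wells and 100% = median of NaSCN control wells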
# DAGLB inh: DAGLB lipase inhibitors, primary screen, biochemical, fluorescence, HTS. Diacylglycerol lipase-beta (Homo sapiens), Q8NCG7. 340,000 tested, 0.059% active. inhibition, % at 5.17 µM. HEK293T DAGLB membrane lysate, EnzChek fluorogenic substrate. AID 504411, 2011; in the data active means inhibition above about 34%;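 further: 0% = enzyme with vehicle and 100% = wells lacking enzyme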
# Target sequence (Q8NCG7 whole entry, looked up): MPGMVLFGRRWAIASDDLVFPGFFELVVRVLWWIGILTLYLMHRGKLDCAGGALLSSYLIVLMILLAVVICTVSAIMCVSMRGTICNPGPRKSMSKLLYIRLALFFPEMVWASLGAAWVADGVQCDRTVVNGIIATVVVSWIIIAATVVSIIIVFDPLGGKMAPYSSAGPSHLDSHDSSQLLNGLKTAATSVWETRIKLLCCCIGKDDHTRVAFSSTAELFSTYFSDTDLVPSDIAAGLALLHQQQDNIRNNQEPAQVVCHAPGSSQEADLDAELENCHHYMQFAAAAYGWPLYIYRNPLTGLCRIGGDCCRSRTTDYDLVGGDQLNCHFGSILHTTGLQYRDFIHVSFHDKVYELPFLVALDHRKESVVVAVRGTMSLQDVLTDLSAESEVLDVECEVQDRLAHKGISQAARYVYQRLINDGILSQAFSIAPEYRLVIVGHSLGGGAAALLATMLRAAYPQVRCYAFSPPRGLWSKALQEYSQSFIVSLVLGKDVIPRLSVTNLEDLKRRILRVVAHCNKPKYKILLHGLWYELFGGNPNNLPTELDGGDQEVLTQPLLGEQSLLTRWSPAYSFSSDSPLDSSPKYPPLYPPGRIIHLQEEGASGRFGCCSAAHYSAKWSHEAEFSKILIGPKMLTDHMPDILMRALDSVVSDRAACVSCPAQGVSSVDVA
# Numbers without * were called inactive; ? = inconclusive; / = not tested or not shown. Compounds as they come. About 1.9% of those tested had a hit in this group.
no.	mol	phage Ecoli inh	E coli growth	AddAB inh	CAL PDZ inh	Rtt109 HAT inh	PvdQ acylase	Wnt act	PfHsp90 yeast 2	Tat export inh	DAGLB inh
1	c1ccc(-c2cc3cc4c(cc3cn2)OCO4)cc1	1.6	-2.2	0.8	-4.5	1	-2	63*	3	7	-21
2	CCOc1ccc2[nH]c(=O)c(CN(CCCN3CCOCC3)C(=O)Nc3ccc(F)cc3)cc2c1	4.5	/	/	-1.1	-14	-9	4	-35	9	0
3	Cn1c(=O)c2ncn(CC(=O)NCCOc3ccc(C(C)(C)C)cc3)c2n(C)c1=O	3.2	/	/	0.3	-10	3	-3	10	-5	0
4	O=C(Cn1nc(-c2ccc(Cl)cc2)ccc1=O)NCCCN1CCN(Cc2ccccc2)CC1	3.4	-1.0	0.5	-1.2	2	-10	-2	17	2	2
5	CCOC(=O)C1=C(C)N=c2s/c(=C/c3cccc([N+](=O)[O-])c3O)c(=O)n2C1c1ccc(OC)cc1OC (stereo unspecified)	3.2	1.4	0.4	0.1	0	-12	0	5	0	14
6	CC(C)N(Cc1nccn1C)C(=O)c1cc(COc2cccc(C(F)(F)F)c2)on1	1.3	1.6	3.7	-2.4	19	-14	-2	24	5	0
7	CCc1ccc(CCC(=O)Nc2sc(C)c(C)c2C(=O)OC)o1	5.8	-1.7	2.5	-0.1	-4	-5	-1	-1	14	-29
8	CCc1ccc(-c2nc(C)c(CCO)c(=O)[nH]2)cc1	3.8	-0.6	-0.7	-0.6	-3	-6	1	-12	-11	1

# Among those listed so far, these have sulfur:
no.	mol	phage Ecoli inh	E coli growth	AddAB inh	CAL PDZ inh	Rtt109 HAT inh	PvdQ acylase	Wnt act	PfHsp90 yeast 2	Tat export inh	DAGLB inh
5	CCOC(=O)C1=C(C)N=c2s/c(=C/c3cccc([N+](=O)[O-])c3O)c(=O)n2C1c1ccc(OC)cc1OC (stereo unspecified)	3.2	1.4	0.4	0.1	0	-12	0	5	0	14
7	CCc1ccc(CCC(=O)Nc2sc(C)c(C)c2C(=O)OC)o1	5.8	-1.7	2.5	-0.1	-4	-5	-1	-1	14	-29

# Continuation:
no.	mol	phage Ecoli inh	E coli growth	AddAB inh	CAL PDZ inh	Rtt109 HAT inh	PvdQ acylase	Wnt act	PfHsp90 yeast 2	Tat export inh	DAGLB inh
9	OCCN1CCN(CC#CCC(c2ccccc2)c2ccccc2)CC1	0.6	-1.3	-1.6	0.5	4	-8	-1	-18	9	0
10	Cc1ccc(C(=O)CC2(O)C(=O)N(CN3CCOCC3)c3ccccc32)cc1 (stereo unspecified)	0.0	-1.3	4.2	-2.3	-2	-4	/	8	0	3
11	CN(C)CCN1C(=O)c2oc3ccc(F)cc3c(=O)c2C1c1ccncc1 (stereo unspecified)	2.5	2.4	1.3	-0.1	1	-6	0	30	2	2
12	O=C(NC(=S)NCC1CCCO1)c1ccc(Br)o1 (stereo unspecified)	3.2	1.8	5.0	-0.3	4	-11	10	-37	-1	-2
13	COc1ccccc1NS(=O)(=O)c1ccc(O)c(C(N)=O)c1	3.8	-0.5	2.6	-2.2	-9	-6	/	10	6	3
14	COCCOC(=O)C1=C(C)NC(=O)NC1c1ccco1 (stereo unspecified)	-1.0	-1.1	3.1	/	/	/	-1	/	/	/
15	Cc1ccccc1N/C=C/C(=C(C#N)C#N)N(C)C	3.6	1.1	-0.6	-1.3	-3	-6	0	30	-9	2
16	Cc1cccc(OC(C)C(=O)N2CCCN(C)CC2)c1C (stereo unspecified)	/	4.3	4.7	-0.7	-1	-10	/	1	-5	0
17	COc1ccc2oc(=N)c(C(=O)Nc3ccc(Br)cc3)cc2c1	1.9	-1.5	-0.3	-1.4	1	1	-1	13	4	0
18	Cc1ccc(Oc2ccc(Cl)cc2NC(=O)c2ccc(F)cc2F)cc1	4.9	-0.9	-0.4	-2.5	?	-3	-3	21	4	-12
19	CCOC(=O)[C@H]1[C@H]2COc3ccc(OC)cc3[C@@H]2N2C(=O)c3ccccc3NC(=O)[C@@]12C	1.8	1.7	3.5	-0.7	14	11	0	7	-5	0
20	Cc1cccc(-c2nsc(SCC(=O)Nc3ccc4c(c3)OCO4)n2)c1	-0.6	1.7	3.3	0.2	1	-10	?	21	1	-6
21	CCC(=O)N1CCCN(S(=O)(=O)c2ccc(C)cc2)C1c1ccc(OC)cc1 (stereo unspecified)	1.5	0.0	3.0	-2.4	0	0	1	22	13	-4
22	Cc1nn(-c2ccccc2)c2sc(C(=O)N3CCCCC3)cc12	/	-0.8	1.8	-2.2	4	-4	-2	-2	5	-8
23	Cc1ccccc1Nc1nc(N)nc(CSc2nncn2C)n1	0.5	-0.6	-1.2	0.8	2	-12	0	-17	-8	-2
24	Cc1ccc(-n2c(N)c(Br)c(=O)[nH]c2=O)cc1C	1.3	2.5	1.3	-1.7	-8	-5	-1	/	-7	-1
25	COc1ccc(NC(=O)c2cccnc2N2CCCC2)cc1	2.7	1.2	1.6	0.5	11	-2	0	-10	4	2
26	CCN1C(=O)N(C)[C@@H](c2ccccc2)C(C(=O)OC)=C1C	1.4	0.0	5.0	-0.2	-4	-9	-2	/	1	-1
27	O=C(NC1CCCC1)C(c1cc2c(cc1[N+](=O)[O-])OCO2)N1CCCC1 (stereo unspecified)	0.1	-0.2	2.8	0.0	-8	-27	-1	28	8	-1
28	COc1ccc(N/C=C\C(=O)c2ccc(C)cc2)cc1OC	1.4	2.5	2.9	-4.3	-5	-7	6	8	-5	1
29	CCCCN(C(=O)CSc1n[nH]c(-c2ccc(C)cc2)n1)c1c(N)n(CCCC)c(=O)[nH]c1=O	3.8	1.5	-0.7	-0.8	5	-9	-2	5	-4	3
30	COc1ccc(S(=O)(=O)N2CCCCCC2)cc1N(C)S(=O)(=O)c1ccccc1	2.5	-2.3	4.7	-2.3	-9	9	/	3	5	-6
31	COc1cc(OC)c(OC)cc1/C=N/NC(=O)c1cc(-c2cccn2C)n[nH]1	3.3	-1.7	-0.2	1.6	5	-12	-5	-35	5	0
32	COc1ccc(-c2ccc3c(c2)C2CC3CCN2CCC#N)cc1 (stereo unspecified)	0.4	/	/	-0.3	6	-18	-1	-23	-6	-5

# Entries listed so far shown as hits in Wnt act:
No. | structure | phage Ecoli inh | CAL PDZ inh | Rtt109 HAT inh | PvdQ acylase | Wnt act | Tat export inh | DAGLB inh
1 | c1ccc(-c2cc3cc4c(cc3cn2)OCO4)cc1 | 1.6 | -4.5 | 1 | -2 | 63* | 7 | -21

# Part of the list above in order of length of the SMILES, high to low.
no.	mol	phage Ecoli inh	E coli growth	AddAB inh	CAL PDZ inh	Rtt109 HAT inh	PvdQ acylase	Wnt act	PfHsp90 yeast 2	Tat export inh	DAGLB inh
30	COc1ccc(S(=O)(=O)N2CCCCCC2)cc1N(C)S(=O)(=O)c1ccccc1	2.5	-2.3	4.7	-2.3	-9	9	/	3	5	-6
32	COc1ccc(-c2ccc3c(c2)C2CC3CCN2CCC#N)cc1 (stereo unspecified)	0.4	/	/	-0.3	6	-18	-1	-23	-6	-5
28	COc1ccc(N/C=C\C(=O)c2ccc(C)cc2)cc1OC	1.4	2.5	2.9	-4.3	-5	-7	6	8	-5	1

# (next part)
no.	mol	phage Ecoli inh	E coli growth	AddAB inh	CAL PDZ inh	Rtt109 HAT inh	PvdQ acylase	Wnt act	PfHsp90 yeast 2	Tat export inh	DAGLB inh
33	Cc1ccc(N(CC(=O)NCc2ccccc2)S(=O)(=O)c2c(C)noc2C)cc1	-0.8	2.1	0.7	-1.5	12	-3	-4	-2	3	1
34	COc1ccccc1NC(=O)COC(=O)CCC1CCCC1	4.6	1.9	-0.9	0.2	1	2	-7	/	-8	-3
35	Cc1cccnc1NC(=O)C1CCN(S(=O)(=O)c2c(C)noc2/C=C/c2ccco2)CC1	1.8	-1.9	0.7	0.1	4	-3	-5	2	-3	-1
36	Cc1cc(-c2nc3ccccc3c(=O)o2)ccc1[N+](=O)[O-]	2.7	-2.9	1.7	-2.3	3	-12	39*	-2	3	-2
37	Cc1c(NS(=O)(=O)c2cc(Br)cc3c2N(C(=O)C2CC2)CC3)c(=O)n(-c2ccccc2)n1C	/	-2.0	3.4	-2.0	1	-16	/	-78	14	-1
38	CC1(C)CC(=O)c2c(n(-c3cccc4ccccc34)ccc2=O)C1	2.1	-0.2	2.4	-0.3	-6	2	/	15	-10	-1
39	COc1ccc(NC(=O)Nc2c(O)ccc3ccccc23)cc1	-2.7	0.5	-0.7	0.2	7	8	16	-14	-19	-17
40	Cc1cc(C(=O)COC(=O)c2ccc(Br)o2)c(C)n1Cc1ccco1	3.6	1.1	3.3	/	/	/	60*	/	/	/
41	CN1CCN(c2nc3ccccc3nc2C(C#N)C(=O)OC2CCCCC2)CC1 (stereo unspecified)	0.4	1.0	1.7	-1.5	0	7	/	/	-6	-2
42	Cc1nn(CC(=O)c2ccccc2Cl)c(C)c1[N+](=O)[O-]	3.4	-0.2	0.4	15	0	-2	16	-8	1	1
43	CN1C(=O)C(CC(=O)Nc2ccc(F)cc2)N(Cc2ccco2)C1=S (stereo unspecified)	3.7	-1.1	0.9	-2.1	-1	-6	0	-29	3	-2
44	CCOc1ccc(N(CC(=O)Nc2cc(Cl)ccc2C)S(C)(=O)=O)cc1	1.6	0.8	0.2	0.1	-6	-17	0	-1	-1	0
45	CN(C)C(=S)Nc1nc2ccccc2s1	0.6	/	/	-0.7	-3	2	18	-4	7	2
46	O=C(CN(C1CCCCC1)S(=O)(=O)c1ccc(Cl)cc1)N1CCOCC1	1.2	-0.9	3.6	-1.7	8	0	-3	/	1	-1
47	Cc1ccc(S(=O)(=O)N(C)C)cc1NC(=O)COC(=O)CCNS(=O)(=O)c1ccccc1	5.0	/	/	-1.4	1	-10	-3	/	-6	-1
48	O=C(CNC(=O)c1ccccc1)N/N=C/c1cc(Br)ccc1O	1.2	-6.1	-2.0	-0.2	0	-6	-2	-12	-13	7
49	Cc1[nH]nc(Nc2ccc(O)cc2)c1[N+](=O)[O-]	5.0	-2.2	1.5	0.6	2	-6	9	6	5	0
50	COc1ccc(-c2cc(C(F)(F)F)nc(NCc3cccnc3)n2)cc1	-0.7	0.9	2.6	/	-3	13	/	-7	14	-2
51	CCCCn1c(SCC(N)=O)nc2c(sc3ccccc32)c1=O	2.6	0.4	-1.5	-1.6	10	7	-6	/	-2	-2
52	CSc1ccc(Cn2nnc(C(=O)NCCc3ccc(Cl)cc3)c2N)cc1	3.8	-2.4	1.3	-1.3	-8	-7	2	-23	-8	-1
53	CCn1c(C)nc2cc(C(=O)N/N=C/c3ccc(OC)c(O)c3)ccc21	4.1	-1.7	-0.2	-2.1	2	-9	-1	1	?	-1
54	O=C(CSc1nccc(=O)[nH]1)Nc1ccc(Br)c(Cl)c1	5.2	-2.1	3.1	/	-5	6	1	-9	-2	2
55	Cc1ccc2nc(NC(=O)CCn3c(=O)sc4ccccc43)sc2c1	1.0	1.6	-0.2	-1.1	6	-2	0	-61	12	5
